Tcruzi prolif = blocks T. cruzi growth in NIH3T3 culture. T. cruzi beta-gal in NIH3T3, GalScreen luminescence, 90 h. inhibition, % at 8.34 µM. 77,000 compounds, 5.9% hits;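 active = mean inhibition above about 93%, with at least 55% of replicates each passing it, limit read from the data, passing the limit was not always enough; inconclusive = only one of those two conditions holds; inactive = neither condition holds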
GASC1 inh = blocks human GASC-1 (KDM4C) demethylase activity. Q9H3R0. inhibition, % at 12.5 µM. 96,000 compounds, 0.15% hits. GST-KDM4C 2-372, H3K9me3 peptide, LANCE TR-FRET;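 active = mean replicate inhibition above about 25%, with at least 55% of replicates also reaching it, limit read from the data, passing the limit was not always enough; inconclusive = only one of those two conditions met; inactive = neither condition met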
Target sequence (Q9H3R0 2-372 limits assumed): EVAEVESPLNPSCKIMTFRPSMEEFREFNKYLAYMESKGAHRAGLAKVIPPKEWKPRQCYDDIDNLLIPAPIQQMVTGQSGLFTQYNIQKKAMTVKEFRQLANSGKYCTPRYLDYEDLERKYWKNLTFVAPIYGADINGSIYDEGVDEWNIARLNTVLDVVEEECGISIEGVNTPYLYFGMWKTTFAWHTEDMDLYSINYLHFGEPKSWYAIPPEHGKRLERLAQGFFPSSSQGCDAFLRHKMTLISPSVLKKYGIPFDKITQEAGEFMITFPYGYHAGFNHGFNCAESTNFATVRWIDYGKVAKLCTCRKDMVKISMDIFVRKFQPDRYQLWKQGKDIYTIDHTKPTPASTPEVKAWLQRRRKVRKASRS
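material = GST-tagged GASC-1 (JMJD2C) catalytic fragment, aa 2-372 | amount = enzyme final amount 10 nM | medium = HEPES buffer, pH 7.5, plus ascorbate | also added = H3K9me3 peptide substrate, Fe(II), 2-oxoglutarate | dosing = single dose | times = 30 min demethylation and 1 h detection at room temperature | detection = LANCE TR-FRET | read-out basis = Fall in 671/618 emission ratio as inhibition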
Pf Dd2 inh = P. falciparum Dd2 growth inhibition. 94,000 compounds, 2.3% hits. SYBR Green, 72 h; active compounds read low. activity change, % at 10 µM; in the data active = activity change below about -80%; inconclusive = no clear call, values can overlap the other calls
C diff HTS = C. difficile growth inhibition | Clostridium difficile clinical isolate growth, OD600, 24 h; active compounds read low | growth activity, negative = inhibition, % at 16 µg/mL (by protocol) | 86,000 compounds, 0.25% hits;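 active = mean growth activity at or below -80% and every replicate also at or below -80%; inconclusive = mean at or below -80% but some replicate above -80%; inactive = mean growth activity above -80%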;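 also: 0% = DMSO wells and -100% = levofloxacin 16 µg/mL wells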
* = called active by the depositor; ? = inconclusive; . = no result given; & = joins results of further samples.

SMILES | Tcruzi prolif | GASC1 inh | Pf Dd2 inh | C diff HTS
CCNC(=O)C[C@@H]1CC[C@@H]2[C@@H](COc3ccc(NC(=O)c4ccc(C(F)(F)F)cc4)cc3C(=O)N2C)O1 | 16 | 1.1 | -6 | 4
Cc1noc(C)c1NC(=O)N1C[C@@H](O)COC[C@H]2O[C@H](CC(=O)NCC3CC3)CC[C@@H]21 | 101* | 0.4 | . | -1&-6
N#C[C@@H]1[C@H](c2ccc(C#CC3CCCCC3)cc2)[C@@H](CO)N1C(=O)Nc1ccc(F)cc1 | . | -4.0 | ? | -12
CC(=O)N(C)C[C@H]1Oc2cc(C#Cc3cccc(F)c3)ccc2S(=O)(=O)N([C@@H](C)CO)C[C@@H]1C | 73 | -0.8 | -18 | 14
O=C(C[C@H]1C=C[C@H](NC(=O)c2ccc3c(c2)OCO3)[C@@H](CO)O1)NC1Cc2ccccc2C1 | 65 | -0.4 | 14 | 0
O=C(Nc1ccccc1)N1C[C@H]2[C@@H](c3ccccc31)[C@H](CO)N2C(=O)c1ccccn1 | -4 | -2.7 | -9 | 4
CCCNC(=O)N[C@@H]1CC[C@@H](CC(=O)NCCc2ccccc2)O[C@H]1CO | -48 | 1.4 | 3 | .
CC(C)NC(=O)Nc1ccc2c(c1)C(=O)N([C@@H](C)CO)C[C@H](C)[C@@H](CN(C)C(=O)Nc1cccc3ccccc13)O2 | 18 | 1.2 | -6 | 3
COc1ccc(S(=O)(=O)Nc2ccc3c(c2)CC(=O)N([C@H](C)CO)C[C@@H](C)[C@H](CN(C)Cc2ccccc2)O3)cc1 | 104* | -1.2 | 4 | -2
C[C@H]1CN([C@@H](C)CO)C(=O)c2c(c3ccccc3n2C)-c2ccccc2CO[C@@H]1CN(C)C(=O)[C@@H]1CCCN1C | 22 | -0.2 | 2 | -2
O=C(Cc1ccccn1)N1CC(=O)N2[C@@H](CO)[C@@H](c3ccc(C#CC4CCCC4)cc3)[C@@H]2C1 | . | 0.2 | -9 | 0
C[C@@H]1CN([C@H](C)CO)C(=O)c2cccc(NC(=O)c3nc4ccccc4s3)c2O[C@H]1CN(C)Cc1ccncc1 | . | -2.5 | -42 | -5

Three entries already listed, arranged by the value under GASC1 inh, ascending:
Structure	GASC1 inh
COc1ccc(S(=O)(=O)Nc2ccc3c(c2)CC(=O)N([C@H](C)CO)C[C@@H](C)[C@H](CN(C)Cc2ccccc2)O3)cc1	-1.2
Cc1noc(C)c1NC(=O)N1C[C@@H](O)COC[C@H]2O[C@H](CC(=O)NCC3CC3)CC[C@@H]21	0.4
CCCNC(=O)N[C@@H]1CC[C@@H](CC(=O)NCCc2ccccc2)O[C@H]1CO	1.4

Next section
SMILES | Tcruzi prolif | GASC1 inh | Pf Dd2 inh | C diff HTS
C[C@H](CO)N1C[C@H](C)[C@H](CN(C)C(=O)Nc2ccccc2)Oc2ccc(NC(=O)Nc3ccccc3)cc2CC1=O | 39 | -1.3 | 21 | 1
Cc1ccc(NC(=O)Nc2ccc3c(c2)C(=O)N(C)[C@H]2CC[C@H](CC(=O)NCC(F)(F)F)O[C@@H]2CO3)cc1 | 23 | -1.9 | . | -3
O=C(c1cccc(F)c1)N1C[C@H]2[C@@H](c3ccccc31)[C@@H](CO)N2C(=O)C1CCCC1 | 19 | 0.5 | -1 | 2
O=C(Nc1ccccc1Cl)N1C[C@@H]2[C@H](c3ccccc31)[C@H](CO)N2C(=O)c1cccnc1 | 14 | -0.4 | 3 | 4
COC(=O)C[C@H]1C[C@H]2c3cc(NC(=O)NC4CCCC4)ccc3O[C@H]2[C@@H](CO)O1 | 56 | . | 19 | -5
C[C@H](CO)N1C[C@H](C)[C@H](CN(C)Cc2cccc(F)c2)Oc2ncc(C3=CCCC3)cc2C1=O | 62&103 | -1.6 | -31&-5 | 7&6
COc1ccccc1C#Cc1cnc2c(c1)C(=O)N([C@@H](C)CO)C[C@@H](C)[C@@H](CN(C)C(=O)CC1CC1)O2 | 59 | 11 | -39 | 4
COc1ccc(NC(=O)N(C)C[C@@H]2Oc3cc(C#CCC(C)C)ccc3S(=O)(=O)N([C@H](C)CO)C[C@@H]2C)cc1 | 104* | -3.8 | -66 | -1
CO[C@H]1CN(C)C(=O)c2cc(NC(C)=O)ccc2OC[C@@H](C)N(C(=O)c2ccc(F)cc2)C[C@@H]1C | -10 | 1.9 | 0 | .
COCC(=O)N(C[C@H]1N[C@H](CO)[C@@H]1c1ccc(C2=CCCCC2)cc1)C(C)C | 92 | -1.7 | -12 | -1
C[C@H](CO)N1C[C@H](C)[C@@H](CN(C)C(=O)Nc2ccc(C(F)(F)F)cc2)OCc2cnnn2CCCC1=O | -23 | 0.5 | 13 | .
COc1ccc(S(=O)(=O)N(C)C[C@H]2OCc3cnnn3CCCC(=O)N([C@@H](C)CO)C[C@H]2C)cc1 | ? | 0.0 | -3&1 | 3&-4
C[C@H]1CN([C@@H](C)CO)C(=O)CCCn2cc(nn2)CO[C@@H]1CN(C)Cc1ccc(Cl)c(Cl)c1 | -65 | 0.4 | 20 | 0
CCC(=O)N[C@H]1C=C[C@H](CC(=O)OC)O[C@@H]1CO | 48 | 0.7 | 18 | .
C[C@@H]1CCCCO[C@@H](CN(C)S(=O)(=O)c2ccccc2)[C@H](C)CN([C@@H](C)CO)C(=O)c2cc(NC(=O)Nc3ccc(C(F)(F)F)cc3)ccc2O1 | 109* | 2.0 | -75 | -3
O=C(NCC1CCCCC1)[C@@H]1[C@@H](CO)[C@@H]2Cn3c(ccc(C4=CCCC4)c3=O)[C@H]1N2 | 19 | -1.6 | 12 | -1
O=C(C[C@@H]1C[C@H]2c3cc(NC(=O)NC4CCCCC4)ccc3O[C@H]2[C@H](CO)O1)NC1CCCC1 | . | -2.5 | -1 | -4
CCC(=O)N(C)C[C@H]1Oc2cc(C#Cc3ccncc3)ccc2S(=O)(=O)N([C@@H](C)CO)C[C@@H]1C | 24 | -0.8 | -12 | 1
COc1ccc2c3c([nH]c2c1)[C@H](CO)N(Cc1ccncc1)CC31CCN(C(=O)Cc2ccncc2)CC1 | . | -0.7 | -25 | 1
C[C@@H]1CN([C@H](C)CO)C(=O)Cc2cc(NC(=O)C3CC3)ccc2O[C@@H]1CN(C)Cc1ccccc1 | 12 | -3.2 | -29 | 0
C[C@H](CO)N1C[C@H](C)[C@H](CN(C)S(=O)(=O)c2ccc3ccccc3c2)OCc2cn(nn2)CCCC1=O | -44 | 0.1 | -17 | -9
C[C@H]1CN([C@@H](C)CO)C(=O)Cc2cc(NC(=O)Nc3ccc(C(F)(F)F)cc3)ccc2O[C@@H]1CN(C)Cc1ccccc1 | 31 | -0.3 | -26 | 8
O=C(C[C@H]1CC[C@H]2[C@@H](COC[C@H](O)CN2Cc2nccs2)O1)NCc1ccc(Oc2ccccc2)cc1 | . | -4.3 | -71 | 11&9
C[C@@H]1CN([C@@H](C)CO)C(=O)CCCn2cc(nn2)CO[C@H]1CN(C)S(=O)(=O)c1ccccc1C#N | . | -0.1 | 14 | 26
CC(C)NC(=O)N(C)C[C@@H]1Oc2ccc(NC(=O)CCC(F)(F)F)cc2C(=O)N([C@@H](C)CO)C[C@@H]1C | . | -1.2 | -2 | 2
C[C@H]1CN([C@@H](C)CO)C(=O)CCCn2cc(nn2)CO[C@H]1CN(C)C(=O)Nc1ccc(N2CCN(C)CC2)cc1 | -9 | 1.8 | 4 | 1
COc1ccc(CN(C)C[C@@H]2Oc3c(NS(=O)(=O)c4ccc(OC)cc4)cccc3C(=O)N([C@@H](C)CO)C[C@@H]2C)cc1 | -38 | 0.7 | -4 | 7
O=C(C1CCC1)N1C[C@H]2[C@@H](c3ccccc31)[C@@H](CO)N2C(=O)Nc1cccc(F)c1 | 7 | -1.5 | 7 | -4
CC(=O)N(C)C[C@@H]1Oc2cc(C3=CCCC3)ccc2S(=O)(=O)N([C@H](C)CO)C[C@H]1C | 22 | -2.6 | . | 2
O=C(C[C@H]1CC[C@H](NC(=O)Nc2ccc(F)cc2)[C@@H](CO)O1)NCCN1CCCC1 | 3 | 2.2 | 15 | 1
C[C@H](CO)N1C[C@H](C)[C@H](CN(C)C(=O)Nc2ccccc2)Oc2ccc(NS(=O)(=O)c3cn(C)cn3)cc2CC1=O | 0 | -0.7 | 13 | -6
O=C(NCC[C@@H]1CC[C@H](NC(=O)C2CC2)[C@H](CO)O1)c1ccc(F)cc1 | . | 0.1 | . | -1
O=C(O)C[C@H]1C[C@H]2c3cc(NC(=O)c4ccc5c(c4)OCO5)ccc3O[C@H]2[C@H](CO)O1 | -47 | 0.8 | 3 | 0
CO[C@H]1CN(C)C(=O)c2ccc(NC(=O)Nc3cccc(F)c3)cc2OC[C@H](C)N(C(=O)C2CC2)C[C@H]1C | 41 | 2.7 | . | .
C[C@@H]1CN([C@@H](C)CO)C(=O)CCCn2cc(nn2)CO[C@@H]1CN(C)C(=O)Nc1cccc(Oc2ccccn2)c1 | -30 | 0.4 | -3 | 0
CO[C@H]1CN(C)C(=O)c2cc(NC(=O)C3CC3)ccc2OC[C@@H](C)N(Cc2ccc(F)cc2)C[C@H]1C | -14 | 0.9 | . | .
CN(C)C(=O)c1cccc(-c2ccc3c(c2)[C@@H]2[C@@H](CCN2C(=O)C2CCCC2)[C@@H](CO)N3)c1 | . | 1.3 | -73 | -2
C[C@H](CO)N1C[C@H](C)[C@@H](CN(C)Cc2ccc(Cl)c(Cl)c2)OCCCC[C@H](C)Oc2ccc(NC(=O)NC3CCCCC3)cc2C1=O | 92 | 0.3 | -6 | -3
CNC(=O)C[C@@H]1CC[C@H]2[C@@H](COc3ccc(NC(=O)c4ccc(OC)cc4)cc3C(=O)N2C)O1 | 34 | -1.0 | -4 | -2
C[C@H](CO)N1C[C@H](C)[C@H](CN(C)C(=O)Nc2ccc(F)cc2)OCCCC[C@H](C)Oc2ccc(NS(=O)(=O)c3ccc(Cl)cc3)cc2C1=O | . | -0.6 | -14 | .
COc1ccc2c3c([nH]c2c1)[C@H](CO)N(S(C)(=O)=O)CC31CCN(C(=O)CN(C)C)CC1 | . | 0.4 | -28 | 1
COc1ccc2c3c(n(C)c2c1)[C@@H](CO)N(Cc1cc(F)ccc1F)CC31CCN(C(=O)C2CC2)CC1 | . | -1.5 | -81* | 4
C[C@@H]1CCCCO[C@H](CN(C)C(=O)Nc2cccc3ccccc23)[C@@H](C)CN([C@H](C)CO)C(=O)c2cc(NS(=O)(=O)c3ccc(Cl)cc3)ccc2O1 | 89 | 0.0 | -49 | -12
OC[C@H]1[C@H](c2ccc(Br)cc2)[C@@H]2CN(Cc3cncnc3)CCCCN12 | 110* | -1.0 | 24 | 4
C[C@@H]1CN([C@H](C)CO)C(=O)c2cccc(NS(=O)(=O)c3ccc(Cl)cc3)c2O[C@H]1CN(C)Cc1ccc(C(=O)Nc2ccccc2N)cc1 | . | 0.2 | ? | 3
C[C@H](CO)N1C[C@H](C)[C@H](CN(C)C(=O)Nc2ccc(F)cc2)OCCCC[C@H](C)Oc2ccc(NC(=O)NC3CCCCC3)cc2C1=O | 102* | 0.2 | 5 | -3
CN(C)C(=O)c1cccc(-c2ccc(C3[C@H]4CNC[C@@H]3N4Cc3cc(F)ccc3F)cc2)c1 (some centres not stated) | . | 1.1&-0.5 | -38&-27 | 6&6
CCC(=O)Nc1ccc2c(c1)OC[C@H](C)N(CC1CCOCC1)C[C@H](C)[C@@H](OC)CN(C)C2=O | . | 0.2 | 14 | 0
COC(=O)C[C@@H]1CC[C@H]2[C@@H](COC[C@@H](O)CN2C(=O)Nc2cccc(F)c2)O1 | -4 | -2.3 | -4 | 1&-3
O=C(c1ccccn1)N1C[C@@H]2[C@H](c3ccccc31)[C@H](CO)N2C(=O)C1CC1 | 47 | 2.5 | -18 | 1
C/C=C/c1ccc([C@@H]2[C@@H](CO)N[C@@H]2CN(C(=O)C2CCC2)C(C)C)cc1 | 38 | 7.1 | 15 | 2
CN(C)C(=O)[C@H]1[C@H](CO)[C@H]2Cn3c(cccc3=O)[C@H]2N1CC1CCCCC1 | . | 7.1 | 16 | 5
C[C@H](CO)N1C[C@H](C)[C@H](CN(C)Cc2ccccc2C(=O)O)Oc2cc(-c3ccccc3)ccc2S1(=O)=O | -117 | . | 35 | -3
COc1ccc(NC(=O)Nc2ccc3c(c2)CC(=O)N([C@H](C)CO)C[C@@H](C)[C@H](CN(C)S(C)(=O)=O)O3)cc1 | 11 | 0.9 | 14 | -5
C[C@@H]1CN([C@@H](C)CO)C(=O)c2cccc(NC(=O)c3ccc(-c4nccs4)cc3)c2O[C@@H]1CN(C)C(=O)Nc1ccc(F)cc1 | 59 | 0.0 | -78 | 2
Cc1ccc(S(=O)(=O)Nc2ccc3c(c2)C(=O)N([C@H](C)CO)C[C@H](C)[C@@H](CN(C)Cc2ccccc2)OCCCC[C@@H](C)O3)cc1 | 34 | -1.7 | -22 | -11
C[C@@H]1CN([C@H](C)CO)C(=O)c2cc(C3=CCCC3)cnc2O[C@@H]1CN(C)S(=O)(=O)c1cn(C)cn1 | 37 | 1.4 | 65 | 4

Compound activity from PubChem.
